D2 antagonist: antagonists of human D2 dopamine receptor | P14416 | HEK293 TREx D2 cells, calcium flux, dopamine EC80 | inhibition, % at 10 µM | actives 2% (n = 340,000); in the data active = inhibition above about 30%; also: 0% is about no effect
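Inhibition of EC80 dopamine-driven calcium flux, recorded kinetically, defines activity here; cells are a tetracycline-induced HEK293 T-REx line expressing force-coupled D2.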
TRHR ag: activates the human TRH receptor | TRHR cells, calcium flux fluo-8, FDSS agonist mode | P34981 | actives 0.18% (n = 360,000) | activation, % at 2 µM | AID 493084; in the data active = activation above about 30%; also: 0% is about no effect
Target sequence (P34981 whole entry, looked up): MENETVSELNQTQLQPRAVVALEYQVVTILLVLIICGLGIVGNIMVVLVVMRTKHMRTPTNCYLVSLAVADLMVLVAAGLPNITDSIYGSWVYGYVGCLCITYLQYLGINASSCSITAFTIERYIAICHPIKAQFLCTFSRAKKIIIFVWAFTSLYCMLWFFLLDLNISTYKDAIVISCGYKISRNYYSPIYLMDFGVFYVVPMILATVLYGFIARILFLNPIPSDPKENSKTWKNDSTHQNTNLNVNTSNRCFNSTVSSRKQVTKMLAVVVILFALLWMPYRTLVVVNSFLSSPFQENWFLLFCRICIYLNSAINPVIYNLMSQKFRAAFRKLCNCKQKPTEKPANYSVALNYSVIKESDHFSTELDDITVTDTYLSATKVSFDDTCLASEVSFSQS
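In this calcium-flux screen, cells bearing human TRHR are dye-loaded with fluo-8, baselined for 10 cycles, then exposed to library compounds; positive kinetic calcium responses during the agonist phase mark hits, with TRH as control.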
rTrxR1 inhibitor: blocks rat thioredoxin reductase 1; O89049; recombinant rTrxR1, NADPH fluorescence consumption, selenite substrate; Potency, µM (highest dose often 114 µM), inactives show top-dose activity change, negative = inhibition, most hits filed as inhibitors; actives 1% (n = 390,000); AID 588453; also: potency is read from the fitted curve at half-maximal effect; % is scaled to controls: 0 for no effect and ±100 for the full control effect; nearly all actives have a fitted effect of over 65% in size
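Rat TrxR1 (90 nM in the dispensed reagent) was pre-reduced with 400 uM NADPH for 5 min at room temperature, then incubated with compound for 15 min. After 400 uM selenite was added, NADPH fluorescence (Ex 340/Em 450 nm) was followed for 8 min.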
TRHR PAM: allosteric enhancers of human TRH receptor | P34981 | TRHR cells, fluo-8 calcium fluorescence, EC20 TRH enhancement | enhancement, % at 2 µM | actives 0.66% (n = 360,000) | AID 493056; in the data active = enhancement above about 30%; also: 0% is about no effect
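TRHR-expressing cells loaded with fluo-8 calcium dye were read kinetically (ex 480/em 530) during compound addition, then stimulated with an EC20 of TRH (10 nM final). Enhancement of the Gq-mediated intracellular calcium response was scored.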
Pin1 inh: human Pin1 inhibition; AID 504891; actives 0.009% (n = 390,000); Potency, µM (titrated, usually from 115 µM), for the others: at the highest dose activity, negative = inhibition, hits mostly inhibitors; Q13526; Pin1 FP peptide displacement, HiFluor488, 10 min; active = well fitted inhibition curve with a large enough effect in the polarisation, with a control signal flat, not every such curve was filed as active; inconclusive = small, poorly fitted or top-dose-only effect, or effect the other way, or a change in a side signal; inactive = no such curve, though single readings can be large or run the other way; the % refers to the polarisation; also: potency is read from the fitted curve at half-maximal effect; % is scaled to controls: 0 for no effect and ±100 for the full control effect
Target sequence (Q13526 whole entry, looked up): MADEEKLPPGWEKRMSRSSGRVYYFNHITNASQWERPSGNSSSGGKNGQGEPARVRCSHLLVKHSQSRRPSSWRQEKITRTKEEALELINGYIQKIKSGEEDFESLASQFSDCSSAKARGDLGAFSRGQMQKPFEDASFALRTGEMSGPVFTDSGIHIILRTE
D2 agonist: agonists of human D2 dopamine receptor; HEK293 T-REx D2 cells, calcium flux agonist mode; P14416; AID 485358; activation, % at 2 µM; actives 0.53% (n = 340,000);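 active = activation over 3 SD above normal in the single-dose calcium agonist read, cut at about 30% in these data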; also: 0% is about no effect
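Calcium-flux readout, 1 cycle/sec over 180 s following compound pin transfer, in inducible HEK293 Trex D2 cells (force-coupled); dopamine controls included. Positive calcium responses during this window marked compounds as potential agonists.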
TrxR1 substrate: substrates of rat thioredoxin reductase 1 | AID 588456 | actives 0.01% (n = 390,000) | Potency, µM (highest dose often 114 µM), inactives show at the highest dose activity change, negative = substrate turnover | purified TrxR1 substrate turnover, NADPH consumption readout | O89049; also: potency is read from the fitted curve at half-maximal effect; % is scaled to controls: 0 for no effect and ±100 for the full control effect; nearly all actives have a fitted effect of over 50% in size
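Rat TrxR1, dispensed at 90 nM, was prereduced with 400 uM NADPH (final) for 5 min at ~22 deg C, then incubated with compound 15 min before 400 uM selenite. A first-read NADPH fluorescence drop versus no-compound background flagged substrates.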
mIDH1 inhibitor: blocks human mutant IDH1 R132H enzyme; actives 0.093% (n = 390,000); IDH1-R132H enzyme, NADPH consumption, diaphorase/resazurin fluorescence; O75874; Potency, µM (doses to about 76.6 µM), inactives show at the highest dose activity change, negative = inhibition, most hits filed as inhibitors; AID 602179; also: potency is read from the fitted curve at half-maximal effect; % is scaled to controls: 0 for no effect and ±100 for the full control effect; nearly all actives have a fitted effect of over 65% in size
Target sequence (O75874 whole entry R132H, stated change not applied): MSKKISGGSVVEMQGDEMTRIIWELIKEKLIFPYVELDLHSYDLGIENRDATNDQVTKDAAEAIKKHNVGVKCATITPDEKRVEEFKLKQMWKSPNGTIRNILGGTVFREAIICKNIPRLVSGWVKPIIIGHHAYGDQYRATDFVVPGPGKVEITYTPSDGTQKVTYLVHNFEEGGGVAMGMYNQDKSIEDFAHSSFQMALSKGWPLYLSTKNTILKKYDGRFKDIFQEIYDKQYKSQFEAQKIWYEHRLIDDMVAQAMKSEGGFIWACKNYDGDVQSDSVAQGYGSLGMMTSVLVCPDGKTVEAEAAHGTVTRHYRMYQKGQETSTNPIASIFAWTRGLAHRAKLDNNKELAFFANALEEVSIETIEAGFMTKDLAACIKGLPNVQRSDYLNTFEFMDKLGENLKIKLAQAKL
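IDH1-R132H (0.5 ug/mL dispensed) in pH 7.5 Tris buffer was preincubated 30 min with compound, then given a substrate mix of 0.016 mM NADPH and 2 mM alpha-KG for 80 min at room temperature; remaining NADPH was read by diaphorase/resazurin fluorescence.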
USP1 inh: blocks the human USP1/UAF1 deubiquitinase complex; Potency, µM (series often up to 57.1 µM), for inactives: at the highest dose activity change, negative = inhibition, actives largely listed as inhibitors; actives 0.23% (n = 390,000); recombinant USP1/UAF1, Ub-Rhodamine cleavage fluorescence; also: potency is read from the fitted curve at half-maximal effect; % is scaled to controls: 0 for no effect and ±100 for the full control effect; nearly all actives have a fitted effect of over 60% in size; inactives centre near -12
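In this screen, compounds sit with the deubiquitinase complex (1nM) for 15 min at room temperature before Ub-Rho is added at 150nM final. Fluorescence rise is then followed for 6 reads every 60 seconds.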
* hit, by the source's call; ? = inconclusive; . = no result given; [ ] = remark or other dose. Unless noted, calls follow the shape of the dose curve; as a rule, active = well fitted inhibition curve with a large enough effect; inconclusive = small, poorly fitted or top-dose-only effect; inactive = no such curve, though single readings can be large or run the other way.

SMILES | D2 antagonist | TRHR ag | rTrxR1 inhibitor | TRHR PAM | Pin1 inh | D2 agonist | TrxR1 substrate | mIDH1 inhibitor | USP1 inh
Cc1[nH]c2ccccc2c1/C=C/c1cc[n+](C)cc1 | . | 9.1 | -30% | -10 | ? | . | -22% | 5% | ?
CSc1nc(N2CCOCC2)c2c(c1C#N)CC(C(C)C)OC2 (centres undefined) | 0 | 0.4 | 2% | 2 | -10% | -0.2 | -8% | -3% | -16%
NS(=O)(=O)c1ccccc1NC(=O)c1c(O)c2ccccc2[nH]c1=O | -4 | 0.0 | 4%[57.1 µM] | 5 | 7% | 0.6 | 13%[57.1 µM] | 0% | -20%
Cc1nc2ccccc2n1-c1ccccc1 | -4 | -0.1 | 5% | 0 | -6% | -0.7 | -3% | 11% | -14%
CC1CCCC(NC(=O)CN2C(=O)COc3ccccc32)C1C (centres undefined) | 13 | -0.3 | 21% | 7 | 0% | -0.8 | 4% | 3% | -17%
C/C(=N\NC(=O)c1ccc(N2CCCC2=O)cc1)c1ccncc1 | 1 | 0.2 | 36% | 4 | -6% | 0.9 | 10% | 2% | -1%
Cc1ccc(S(=O)(=O)N2CCCc3cc(NC(=O)c4cccc(Cl)c4)ccc32)cc1 | . | 0.0 | 29%[57.1 µM] | 0 | ? | 1.0 | 9%[57.1 µM] | 3% | -11%
CCOC(=O)c1c(N)n(-c2ccc(CC)cc2)c2nc3ccccc3nc12 | . | -1.5 | 4% | -3 | 0% | -2.0 | 84%[activator] | -14% | ?
COc1cc(COc2ccc(-c3nnco3)cc2)ccc1OC(F)F | . | -0.6 | 12% | 0 | -6% | . | 6% | 11% | -17%
Cc1cc(C(=O)N2CCCC(N3CCN(c4cccc(Cl)c4)CC3)C2)no1 (centres undefined) | -18 | 3.9 | -11% | 4 | -1% | 0.8 | -10% | 6% | -3%
CCOc1cc(CNCc2ccncc2)cc(Cl)c1OC | 8 | -0.1 | 28% | 4 | -8% | -0.8 | 19% | -1% | -6%
COc1ccccc1NC(=O)CSc1nc(-c2ccccc2F)nc2cc(=O)[nH]n12 | . | -0.6 | 22%[57.1 µM] | 0 | 2% | -0.1 | 7%[57.1 µM] | -1% | -15%
Cc1cccc(CSc2nnc(CCCCCNC(=O)OC(C)(C)C)o2)c1 | -14 | 0.5 | -17% | -1 | -2% | -0.4 | ? | 0% | -22%
Cc1ccc(N2CCN(CCc3nc4cc(NS(C)(=O)=O)ccc4n3C)CC2)cc1 | 11 | 0.4 | -6% | 22 | -10% | 0.2 | -5% | -7% | -7%
COCCN(CCOC)S(=O)(=O)c1ccc(C(=O)Nc2sc3c(c2C(=O)OC)CCN(C)C3)cc1 | . | 0.3 | 10%[57.1 µM] | -4 | ? | -0.1 | -5%[57.1 µM] | 10% | ?
CCN(CCCNC(=O)CSc1cc(=O)n(CC)c2ccccc12)c1ccccc1 | . | -0.2 | 25% | -3 | 3% | 0.7 | -2% | 5% | -11%
COc1ccccc1NC(=O)C1CCCN(S(=O)(=O)c2ccc3[nH]c(=O)ccc3c2)C1 (centres undefined) | -8 | 0.2 | 17%[57.1 µM] | -2 | -1% | -0.6 | 9%[57.1 µM] | -5% | -6%
C=C(C)COc1ccc(-c2[nH]ncc2-c2ccc(OC)c(OC)c2)c(O)c1 | -7 | -0.4 | 4% | 1 | -4% | -0.1 | 1% | 1% | -24%
COC(=O)c1cc(COC(=O)CNC(=O)c2ccc(Br)cc2)oc1C | . | . | 3% | . | -3% | . | -5% | -3% | -3%
CN(C(=O)COc1ccc(Cl)cc1Br)C1CCCCC1 | 9 | -0.2 | 17% | 0 | 12% | -0.5 | 9% | 1% | -12%
Cc1c(O)cc2c(c1O)C(=O)CC(c1ccc(O)cc1)O2 (centres undefined) | 3 | 0.0 | -21%[57.1 µM] | 4 | ? | 0.0 | -3%[57.1 µM] | -8% | -19%
COc1ccccc1NS(=O)(=O)c1ccc(C(=O)NCC(c2ccco2)N2CCCCC2)cc1 (centres undefined) | . | . | 13% | . | 2% | . | 9% | 0% | -18%
N#CCn1cnc2c(oc3ccccc32)c1=O | 17 | -0.1 | 30% | -1 | -1% | 0.6 | -1% | -8% | -10%
O=C(CNC(=S)N(Cc1ccc(F)cc1)C1CCCCC1)NCC1CCCO1 (centres undefined) | -4 | -0.4 | 28%[57.1 µM] | 0 | -1% | 0.1 | -10%[57.1 µM] | 11% | -8%
CCc1nnc(NC(=O)CSc2nccn2-c2cccc(C)c2)s1 | -4 | -0.3 | 14%[57.1 µM] | -4 | 0% | -0.9 | 2%[57.1 µM] | 3% | 3%
CN(C(=O)c1cccc(C#CC(C)(C)O)c1)C1CCCN(Cc2ccccc2F)C1 (centres undefined) | -9 | 0.1 | 23% | 4 | 0% | 1.7 | 5% | 7% | -18%
NC(=O)COc1ccc(NC(=O)OCc2ccccc2)cc1 | 18 | -0.3 | 1% | 9 | -2% | -0.9 | -2% | 2% | -19%
Cc1oc(-c2ccc(Cl)cc2)nc1CS(=O)CC(=O)NCCc1ccccc1 (centres undefined) | . | 0.2 | -23%[57.1 µM] | -15 | -3% | 0.1 | -8%[57.1 µM] | 6% | -18%
O=C(NCCCn1ccnc1)C(=O)NCC1OCCN1S(=O)(=O)c1ccc(Cl)cc1 (centres undefined) | -17 | 0.0 | 7%[57.1 µM] | 5 | -3% | -0.7 | 6%[57.1 µM] | 17% | -27%
N/N=C(\Cc1cscn1)c1ccc(O)cc1O | -4 | 0.7 | 10% | 1 | 39%[activator] | -0.7 | 2% | 7% | -20%
COc1ccc(C(=O)N/C(=C\c2ccccc2)C(=O)NCCCn2ccnc2)cc1 | 17 | 1.2 | 38%[57.1 µM] | -3 | 2% | 0.1 | 16%[57.1 µM] | 1% | -19%
Cc1cc(NC(=O)CSc2n[nH]c(-c3cccs3)n2)no1 | 0 | 0.5 | 8%[57.1 µM] | -2 | -9% | 0.0 | 2%[57.1 µM] | 1% | -10%
COc1cc(/C=N/NC(=O)COc2ccc(Cl)cc2)ccc1OS(=O)(=O)c1ccc(C)cc1 | -10 | 0.9 | 6% | 10 | 37%[activator] | -0.7 | -10% | 4% | -6%
CCC(C)(C)n1nnnc1C(c1cccnc1)N1CCC(Cc2ccccc2)CC1 (centres undefined) | -2 | -0.5 | 32%[activator][57.1 µM] | 3 | 2% | -0.3 | -12%[57.1 µM] | 0% | -8%
COc1c(Cl)cc(Cl)cc1CNCCSc1nnnn1C | . | -1.9 | 8% | -8 | 1% | 1.2 | 6% | 0% | -15%
CC(C)N(C(=O)[C@H]1C[C@H](CC(=O)NCCCn2ccnc2)C(=O)N2CCc3c([nH]c4cc(-c5ccco5)ccc34)[C@]12C)C(C)C | . | . | -1% | . | -1% | . | 19% | -1% | -7%
COc1ccc(C(=O)CSc2nnc(-c3cc(C)on3)o2)cc1 | 8 | -0.2 | -19% | -2 | 6% | 1.0 | -1% | 14% | -6%
COc1ccc(-c2c(C)c3cc(O)ccc3oc2=O)cc1OC | 13 | -0.9 | 32% | -13 | ? | -0.8 | -8% | 6% | 4%
COc1ccccc1CNC(=O)C(NC(=O)Nc1ccccc1)C(C)C (centres undefined) | 10 | -0.8 | 14%[57.1 µM] | 0 | 0% | 0.9 | 3%[57.1 µM] | 5% | -18%
CCCCC(=O)Nc1ccc2c(c1)nc(CCN1CCOCC1)n2C | . | 0.1 | 11% | 19 | -2% | . | 22% | 4% | -14%
Cc1nnc(SCC(=O)N2CCOCC2)n1C | 3 | 0.8 | 3% | 3 | 0% | 0.8 | 2% | 1% | -12%
CCc1nc2c(c(=O)[nH]1)C1(CCCC1)Cc1ccccc1-2 | 8 | 0.1 | 11% | -7 | 2% | 1.0 | 9% | 0% | -5%
CCCn1c(-c2ccc(OC)cc2)nc2nc3ccccc3nc21 | 8 | -1.3 | 58%[activator] | -14 | 6% | 0.3 | 106%[activator] | 4% | -10%

Rewritten with two lines to a compound: entries from further up.
Results follow in this order: D2 antagonist	TRHR ag	rTrxR1 inhibitor	TRHR PAM	Pin1 inh	D2 agonist	TrxR1 substrate	mIDH1 inhibitor	USP1 inh
C/C(=N\NC(=O)c1ccc(N2CCCC2=O)cc1)c1ccncc1
→ 1	0.2	36%	4	-6%	0.9	10%	2%	-1%
Cc1ccc(S(=O)(=O)N2CCCc3cc(NC(=O)c4cccc(Cl)c4)ccc32)cc1
→ .	0.0	29%[57.1 µM]	0	?	1.0	9%[57.1 µM]	3%	-11%
CCOC(=O)c1c(N)n(-c2ccc(CC)cc2)c2nc3ccccc3nc12
→ .	-1.5	4%	-3	0%	-2.0	84%[activator]	-14%	?
COc1cc(COc2ccc(-c3nnco3)cc2)ccc1OC(F)F
→ .	-0.6	12%	0	-6%	.	6%	11%	-17%
Cc1cc(C(=O)N2CCCC(N3CCN(c4cccc(Cl)c4)CC3)C2)no1 (centres undefined)
→ -18	3.9	-11%	4	-1%	0.8	-10%	6%	-3%
CCOc1cc(CNCc2ccncc2)cc(Cl)c1OC
→ 8	-0.1	28%	4	-8%	-0.8	19%	-1%	-6%
COc1ccccc1NC(=O)CSc1nc(-c2ccccc2F)nc2cc(=O)[nH]n12
→ .	-0.6	22%[57.1 µM]	0	2%	-0.1	7%[57.1 µM]	-1%	-15%
Cc1cccc(CSc2nnc(CCCCCNC(=O)OC(C)(C)C)o2)c1
→ -14	0.5	-17%	-1	-2%	-0.4	?	0%	-22%
Cc1ccc(N2CCN(CCc3nc4cc(NS(C)(=O)=O)ccc4n3C)CC2)cc1
→ 11	0.4	-6%	22	-10%	0.2	-5%	-7%	-7%

From PubChem

The list is partial; the hit share may differ from the screen's.
